# Source: PubChem
# PAFAH1B3 FP inh = PAFAH1B3 (human) inhibition | inhibition, % at 3.39 µM | 340,000 tested, 0.28% active | Q15102 | AID 492972 | recombinant PAFAH1B3, FP-rhodamine probe, fluorescence polarization;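 active = inhibition above the screen-wide average of all tested compounds plus 3 SD, cut at about 25% in these data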;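 also: 0% = enzyme with DMSO only and 100% = wells lacking PAFAH1B3 protein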
# Target sequence (Q15102 whole entry, looked up): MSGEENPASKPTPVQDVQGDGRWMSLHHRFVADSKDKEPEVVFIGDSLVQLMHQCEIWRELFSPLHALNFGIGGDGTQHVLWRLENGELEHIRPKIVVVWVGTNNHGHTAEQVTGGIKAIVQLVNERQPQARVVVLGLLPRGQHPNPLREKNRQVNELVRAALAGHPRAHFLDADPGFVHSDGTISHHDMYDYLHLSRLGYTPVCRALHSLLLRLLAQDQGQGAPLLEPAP
# GSTO1 inh = GSTO1 inhibition, counter-screen for RBBP9 inhibitors; inhibition, % at 5.96 µM; recombinant GSTO1, activity-based probe fluorescence polarization; AID 1974; 300,000 tested, 1.1% active;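 active = inhibition above the campaign mean inhibition plus 3 SD, cut at about 35% in these data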;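 also: 0% = GSTO1-1 with DMSO and 100% = wells lacking GSTO1-1 enzyme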
# Target sequence (P78417 whole entry, looked up): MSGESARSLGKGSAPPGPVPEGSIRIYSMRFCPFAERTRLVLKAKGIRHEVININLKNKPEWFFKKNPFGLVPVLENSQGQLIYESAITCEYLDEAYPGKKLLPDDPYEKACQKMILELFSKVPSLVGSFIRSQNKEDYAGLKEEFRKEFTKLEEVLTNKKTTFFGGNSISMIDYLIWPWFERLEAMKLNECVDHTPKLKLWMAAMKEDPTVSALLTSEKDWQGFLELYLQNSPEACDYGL
# LYPLA1 inh = blocks human lysophospholipase 1, a PME1 counter-screen. recombinant LYPLA1, FP-Rh probe fluorescence polarization. inhibition, % at 5.9 µM. 320,000 tested, 0.16% active;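 active = inhibition above the mean of all tested compounds plus 3 SD, set per campaign, cut at about 14% in these data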;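 also: inhibitors block serine hydrolase probe labeling of LYPLA1 so polarization falls; 0% = enzyme with DMSO and 100% = wells lacking LYPLA1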
# PAD4 inh = inhibitors of human PAD4; recombinant PAD4, RCA probe fluorescence polarization; 330,000 tested, 0.41% active; Q9UM07; AID 485272; inhibition, % at 6.36 µM;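 active = percent inhibition above a cutoff equal to the mean of all tested compounds plus 3 SD, cut at about 15% in these data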;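 also: 0% = PAD4 with RCA probe and DMSO and 100% = probe without PAD4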
# LYPLA2 inh = LYPLA2 (human) inhibition in PME1 counter-screen; recombinant LYPLA2, FP-Rh probe fluorescence polarization; inhibition, % at 5.9 µM; 320,000 tested, 0.38% active; AID 2177;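 active = inhibition above the screen-wide mean plus 3 SD, limit set per campaign, cut at about 26% in these data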;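 also: 0% = LYPLA2 with DMSO and 100% = wells lacking LYPLA2 enzyme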
# PAFAH1B2 FP inh = blocks human PAF acetylhydrolase 1b catalytic subunit 2; P68402; recombinant PAFAH1B2, FP-rhodamine activity probe, fluorescence polarization; inhibition, % at 3.39 µM; 340,000 tested, 1.2% active; AID 492953;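 active = inhibition above the mean of all tested compounds plus 3 SD, cut at about 24% in these data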;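 also: 0% = enzyme with DMSO and 100% = wells lacking PAFAH1B2; many of its hits are not listed in these tables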
# PME-1 inh = blocks human protein phosphatase methylesterase 1. 320,000 tested, 0.53% active. inhibition, % at 5.9 µM. recombinant PME-1, FP-Rh probe fluorescence polarization. AID 2130;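 active = inhibition above the campaign mean of all compounds plus 3 SD, cut at about 26% in these data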;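 also: competitive labeling of PME-1 active site by serine hydrolase directed probe; 0% = PME-1 with DMSO and 100% = wells lacking PME-1 enzyme; inhibitors block probe labeling so polarization falls and inhibition rises; many of its hits are not listed in these tables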
# PREPL inh = inhibitors of human prolyl oligopeptidase-like enzyme PREPL; Q4J6C6; recombinant PREPL, fluorescence polarization activity-based probe; inhibition, % at 5.96 µM; AID 2751; 320,000 tested, 0.68% active; in the data active = inhibition above about 43%;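 also: 0% = enzyme with DMSO and 100% = wells lacking enzyme; many of its hits are not listed in these tables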
# pPAFAH FP inh = pPAFAH (human) enzyme inhibition; Q13093; recombinant pPAFAH, FP-rhodamine probe fluorescence polarization; inhibition, % at 3.39 µM; 330,000 tested, 1.5% active; AID 463082;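 active = inhibition above the mean inhibition across the screen plus 3 SD, cut at about 25% in these data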;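 also: inhibitors block binding of the rhodamine activity-based probe so polarization drops; 0% = enzyme with DMSO and 100% = wells lacking pPAFAH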
# Target sequence (Q13093 whole entry, looked up): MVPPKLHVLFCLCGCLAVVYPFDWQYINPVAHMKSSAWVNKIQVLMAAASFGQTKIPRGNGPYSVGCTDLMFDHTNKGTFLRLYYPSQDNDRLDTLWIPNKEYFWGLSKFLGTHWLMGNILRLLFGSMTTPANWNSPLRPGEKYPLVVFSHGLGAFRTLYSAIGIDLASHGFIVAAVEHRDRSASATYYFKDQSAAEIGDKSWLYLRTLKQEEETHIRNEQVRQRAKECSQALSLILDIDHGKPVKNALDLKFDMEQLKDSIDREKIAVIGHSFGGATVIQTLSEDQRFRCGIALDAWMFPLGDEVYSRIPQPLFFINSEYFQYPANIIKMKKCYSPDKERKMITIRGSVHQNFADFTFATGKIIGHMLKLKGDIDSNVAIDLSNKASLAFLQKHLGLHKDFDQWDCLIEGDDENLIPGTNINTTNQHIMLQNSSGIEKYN
# * hit, by the source's call; / = not tested or not shown; & = joins results of further samples.
SMILES,PAFAH1B3 FP inh,GSTO1 inh,LYPLA1 inh,PAD4 inh,LYPLA2 inh,PAFAH1B2 FP inh,PME-1 inh,PREPL inh,pPAFAH FP inh
CCOc1ccc(S(=O)(=O)N2CCC(C(=O)NCc3ccncc3)CC2)cc1C,2,-2,0,-3,-3,7,3,13,-5
CN(C(=O)COC(=O)CCC(=O)c1ccccc1)c1c(N)n(Cc2ccccc2)c(=O)[nH]c1=O,0,-7,-1,3,1,-1,3,17,2
C/C(CC(=O)Nc1ccccc1Br)=N\NC(=O)C(=O)N1CCCC1,11,4,2,-1,3,3,2,-4,0
Cc1onc(-c2ccccc2Cl)c1C(=O)NC(=S)Nc1ccc(C(C)C)cc1,1,-8,-4,0,-11,-3,0,0,3
COc1ccnc(Oc2ccccc2)c1C(=O)N/C=N/OCc1ccc(F)cc1Cl,6,3,-2,-5,-5,0,4,-2,5
COc1cc(OC)cc(-c2cc3nc(C)c(CCC(=O)NC(C)CCc4ccco4)c(C)n3n2)c1 (stereo unspecified),6,-4,-2,-6,-3,3,3,3,9
COc1ccc(OC)c(C2N(c3ccccn3)C(=O)C3CCCN32)c1 (stereo unspecified),1,0,2,2,2,8,-7,16,5
Cc1ccc(S(=O)(=O)N2CCN(C(=O)CN3CCOCC3)C2C(C)C)cc1 (stereo unspecified),1,0,-2,-3,-2,2,1,17,0
CC(OC(=O)c1cccc(S(=O)(=O)N(C)C)c1)C(=O)NCc1ccc2c(c1)OCO2 (stereo unspecified),1,-10,1,-7,6,3,-2,2,3
CSc1ccccc1C(=O)Nc1cccc([N+](=O)[O-])c1C,3,0,-1,-1,0,-2,5,-2,-4
CN(CC(=O)N1CCc2ccccc21)S(=O)(=O)c1ccc(Cl)cc1,7,-3,-1,-2,-2,0,3,-17,5
COc1ccc(OC)c(-c2csc(NC(=O)CSc3ccc(Br)cc3)n2)c1,-34,-3,-17,-1,-10,4,-1,-1,2
O=C(NCc1ccc(Cl)cc1)C1=Cc2cc(Cl)ccc2OC1,4,-10,-9,-2,-11,-7,-11,-32,5
C=CCn1c(SCCCC)nc(O)cc1=O,9&-2,-3&4,3&2,8&-3,6&3,2&-3,-3&-3,5&-2,4&12
COc1cc2c(cc1OC)/C(=C/C(=O)N1CCOCC1)NC(C)(C)C2,/,0,-2,-4,1,/,-5,10,6
O=C(NCCCN1CCOCC1)c1ccc2ccccc2c1,1,1,-1,-4,4,0,-1,12,0
Nc1ccc(-c2ccc(N)c(C(=O)O)c2)cc1C(=O)O,8,9,4,1,-2,0,-9,4,7
CC(C)CNC(=O)NC(=O)COc1c(F)c(F)cc(F)c1F,2,2,3,-1,-1,-2,1,1,4
COc1ccc(N2CCN(c3nc(NCCO)nc(N4CCOCC4)n3)CC2)cc1,6,-5,-3,-3,-1,3,-2,15,-9
CCC(C)N(C(=O)Cn1nnc(-c2ccc(F)cc2)n1)C1CCS(=O)(=O)C1 (stereo unspecified),9,-1,-2,1,-3,2,7,17,-1
CN(C)S(=O)(=O)c1cccc(C(=O)N=C2N=C3C=CC(Cl)=CN3Cc3ccccc32)c1,1,1,-2,-5,-6,2,-5,-6,-3
O=C(CN1C(=O)CSCC1=O)Nc1ccc2c(c1)OCO2,7,0,-1,-4,0,-3,4,-4,2
CC(C)NC(=S)NN=C1c2ccccc2-c2ccccc21,14,-10,-9,0,-7,6,7,2,6
Cc1nnc(NC(=O)CCC(=O)NCc2cccs2)s1,-4,17,-3,-1,-1,4,3,0,-3
COc1ccc2cc(CN(C(=O)Nc3ccccc3)C3CCCC3)c(=O)[nH]c2c1,5,5,-4,2,-6,4,-4,-9,3

# Going on with the list.
SMILES,PAFAH1B3 FP inh,GSTO1 inh,LYPLA1 inh,PAD4 inh,LYPLA2 inh,PAFAH1B2 FP inh,PME-1 inh,PREPL inh,pPAFAH FP inh
COc1ccc(C(=O)N2CCN(c3ccccc3)CC2)cc1S(=O)(=O)N1CCCC1,3,2,1,-3,2,-2,2,8,0
Cc1cc(N/N=C/c2ccc(O)cc2O)nc(-n2nc(C)cc2C)n1,21,-3,-5,0,-3,2,18,24,11
Cc1cc(N2CCOCC2)nc(-c2ccc(Br)cc2)n1,2,1,-4,-1,-8,3,0,0,6
COc1ccc(C(=O)NNC(=O)C(=O)NCc2ccccc2)cc1,-2,1,-1,-3,-2,-1,-3,-1,4
CCCCNc1ccccc1C(=O)OCC(=O)Nc1ccc(S(N)(=O)=O)cc1,-7,-10,-9,1,-6,-1,-14,-11,8
COc1ccc(-c2sc3cc(OC)c(OC)cc3c2C#CCCO)cc1,15,/,0,0,1,3,5,37,22
CCOC(=O)C1CCCN(C(=O)Cn2cnc3c2c(=O)n(C)c(=O)n3C)C1 (stereo unspecified),-1,3,2,-1,3,2,-2,16,1
O=C(NC(=S)Nc1ccccc1N1CCOCC1)c1sc2ccccc2c1Cl,-2,0,-2,-2,2,2,3,14,5
C/C=C/c1ccc(OC(C)=O)c(OC)c1,1,9,-5,-3,-5,5,5,-39,0
CCOC(=O)c1cnc(-n2nc(C)cc2C)nc1NNc1cc(-c2ccccc2)nc(C)n1,/,-8,4,-7,-8,/,2,-3,-5
O=C(OCC(=O)N1CCc2ccccc21)c1ccccc1[N+](=O)[O-],-3,/,-3,-5,49*,-2,4,4,1
COc1cc2ncnc(NCc3cccc(F)c3F)c2cc1OC,14,-2,2,-3,3,4,-4,1,9
Cc1ccc(C(=O)N(Cc2ccc3c(c2)OCO3)Cc2nc3ccccc3c(=O)[nH]2)cc1,7,0,3,-3,2,-1,-2,-27,-4
COC(=O)C1=CN(c2ccc(F)cc2)C=C(C(=O)OC)C1c1ccc(O)cc1,-4,-4,6,-2,3,-2,-2,7,0
CC1CCN(CCCNC(=O)c2ccc(N3CCCC3=O)cc2)CC1,2,0,0,-1,4,2,-2,17,6
COc1ccc(/C=c2\s/c(=C/C(=O)c3ccc(C)cc3)[nH]c2=O)c(OC)c1,-2,28,-13,-10,-28,-2,27*,11,21
Cc1cc(CSc2ccccc2)ccc1NC(=O)COc1ccccc1C,2,3,0,5,-5,1,1,-7,-3
COc1ccccc1CNc1ncnc2sccc12,5,3,-3,2,-7,6,-2,12,4
CCCn1nnnc1SCC(=O)Nc1ccc(F)cc1,2,7,-4,0,-1,5,3,2,4
Cc1ccc(C)c(-n2nnnc2SCC(=O)NNC(=O)c2ccco2)c1,9,8,-2,0,1,1,-1,-4,1
O=C(CCc1nc2sc3c(c2c(=O)[nH]1)CCCC3)Nc1cccc(Cl)c1,8,-3,0,-1,0,8,3,0,5
COc1ccc(CNC(=O)Cn2nnc3ccccc3c2=O)cc1,5,6,1,2,1,6,-4,-5,1
COc1ccccc1[C@H]1C(c2ccccc2)=NN(c2ccccc2)[C@@H]1CO,11,/,/,-3,/,0,/,/,8
Cc1nnc(SCC(=O)NC(C)(C)C)n1NCc1ccc(Cl)cc1,-3,-1,0,1,5,2,-5,-4,2
COC(=O)[C@@H]1C[C@@]2(O)[C@@H](O)[C@@H](O)[C@@H](O)C[C@H]2N1Cc1ccc(-c2ccccc2)cc1,-5,6,0,-4,-6,0,5,3,5

# Other entries
SMILES,PAFAH1B3 FP inh,GSTO1 inh,LYPLA1 inh,PAD4 inh,LYPLA2 inh,PAFAH1B2 FP inh,PME-1 inh,PREPL inh,pPAFAH FP inh
CCc1ccc(-c2cc(C(=O)Nc3c(C)n(C)n(-c4ccccc4)c3=O)c3ccccc3n2)s1,11,-3,-6,0,6,2,7,1,5
CCOC(=O)CNC(=O)c1ccc(OCC(F)(F)F)cc1,-1,5,5,3,6,-2,2,1,-2
COc1cc(NC(=S)NCc2ccc(S(N)(=O)=O)cc2)cc(OC)c1,5,2,-1,-2,-1,4,-3,-9,0
Cc1ccc(-c2nc3ccccc3s2)cc1NC(=S)NC(=O)c1cccc2ccccc12,-1,-3,-2,-1,-1,5,3,3,-3
CCOc1ccccc1-n1nnnc1SCC(=O)Nc1cc(C)on1,9,-1,-4,-4,4,0,3,-5,0
CCCn1c(N)c(C(=O)CSc2nc(N)cc(=O)[nH]2)c(=O)n(C)c1=O,-1,/,-3,3,-7,-10,1,0,2
Cc1ccc(C(=O)N(CC(=O)NC2CCCC2)c2cccc(F)c2)s1,0,0,0,-7,-5,6,-6,0,-7
Cc1ccc(NC(=O)N2CCCC2C(=O)Nc2ccc3c(c2)OCO3)cc1 (stereo unspecified),10,9,-1,3,-1,3,-3,3,2
CCCS(=O)(=O)N1CCc2ccc(NC(=O)c3ccccc3Cl)cc2C1,6,-2,-1,-2,3,7,0,-1,0
Cc1ccc(NC(=O)O/N=C/c2ccc(N(C)C)cc2)cc1,6,5,-1,-6,8,0,6,13,10
Brc1ccc(-c2nc(-c3ccncc3)no2)o1,-4,7,2,15*,8,-1,0,10,5
CN=Cc1cc(-c2ccccc2)sc1O,9,0,3,-3,3,10,-1,24,5
Clc1cccc(CN2CCN(c3ncccn3)CC2)c1Cl,9,5,-4,1,-7,4,0,-1,7
CCSc1n[nH]c(=S)s1,7,19,-4,2,-6,2,3,15,-4
COc1ccc(-c2cn(-c3ccc(C)cc3)c(=O)n2CC(=O)Nc2ccc(OC)cc2OC)cc1,-3,1,-5,1,1,-3,5,1,8
Cc1cc(C(=O)Nc2sc3c(c2C#N)CCCCC3)cs1,7,5,-4,3,2,4,10,8,9
CC(C)[C@H](NS(=O)(=O)c1cccc(C(F)(F)F)c1)C(=O)OCC(=O)NC(=O)NCc1ccco1,8,/,/,2,/,3,/,4,4
CCOC(=O)c1cc2cc(OC)ccc2[nH]1,4,3,1,-5,2,-1,1,5,0
O=C(C[n+]1cc(-c2ccc(Cl)c(Cl)c2)n2c1CCC2)N1c2ccccc2Sc2ccccc21,10,-2,-3,-4,-2,-2,-1,17,1
CC[C@]12c3[nH]c4cc(CCC(=O)N(C)C)ccc4c3CCN1C(=O)[C@@H](CC(=O)NCCCN(C)C)C[C@@H]2C(=O)N1CCN(C(=O)c2ccco2)CC1,0,/,/,7,/,1,/,/,-8
CCOc1ccccc1Nc1nc(N2CCCC2)nc(N2CCOCC2)n1,8,-2,1,-3,-1,5,-5,5,3
COc1ccc(OCC(=O)N(Cc2ccco2)C2CCS(=O)(=O)C2)cc1 (stereo unspecified),/,-3,-1,3,3,/,1,8,6
O=C1NC(CCc2ccccc2)C(=O)N1Cc1ccc(Br)cc1 (stereo unspecified),7,6,-1,2,-5,13,-4,-55,5
COc1cc(Cn2c(-c3nonc3N)nc3ccccc32)ccc1C,-2,-5,0,4,-3,3,3,-5,3
CCOC(=O)COc1ccc(S(=O)(=O)NCC2CCCO2)cc1 (stereo unspecified),8,0,3,0,4,-3,4,13,-2

# Continued.
SMILES,PAFAH1B3 FP inh,GSTO1 inh,LYPLA1 inh,PAD4 inh,LYPLA2 inh,PAFAH1B2 FP inh,PME-1 inh,PREPL inh,pPAFAH FP inh
Cc1cc(C(=O)N2CCN(C(=O)C3CCCO3)CC2)no1 (stereo unspecified),-8,3,1,-4,3,2,-2,2,4
O=C(Nc1ccc(C(=O)O)cc1)/C(=C\c1ccc2c(c1)OCO2)NC(=O)c1ccccc1,9,0,-3,-3,-1,4,-5,-4,3
CSc1nc2ccccc2cc1/C=C(\C#N)c1ccccc1,-4,4,2,2,2,-2,-1,8,5
CCC(Cc1ccccc1)NC(=O)c1ccc2nc(N3CCOCC3)sc2c1 (stereo unspecified),7,3,-2,-1,4,10,-6,-3,-11
COCCN=c1scc(C)n1/N=C/C1CC2C=CC1C2 (stereo unspecified),1,-1,2,-2,2,1,3,12,-4
NC(=O)CSc1nnc(-c2cc(-c3ccc(Cl)cc3)nc3ccccc23)o1,6,-2,-3,-2,-4,3,-4,19,-4

# This is a subset; the hit share may differ from the screen's.
